Tat export inh: E. coli Tat transport inhibition; E. coli MC4100 TorA-mCherry Tat export, fluorescence; inhibition, % at 10 µM; actives 0.036% (n = 340,000); AID 488895;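 active = mean replicate inhibition at least 50% and at least half of replicates individually reaching 50%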;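 note: exported cargo escapes ClpAP degradation while cytoplasmic cargo is degraded and loses fluorescence; 0% = median of neutral control wells and 100% = median of NaSCN control wells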
Wnt bcat act: Wnt/beta-catenin pathway activation; Wnt/beta-catenin reporter cell assay, activator, plate reader; activation, % at 9.35 µM; actives 1.2% (n = 300,000); in the data active = activation above about 30%, passing the limit was not always enough;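 note: 0% = neutral control wells and 100% = positive control wells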
V-ATPase pHluor: regulators of yeast V-ATPase proton transport; S. cerevisiae, pHLuorin cytosolic pH fluorescence; response, % at 10 µM; actives 0.37% (n = 350,000); AID 504577; in the data active = response mostly above about 7.3%, no sharp cut-off; inactive = mostly below about 5.4%; note: actives read high; inactives centre near 0; some compounds called inactive have numbers as strong as hits
MITF act: MITF TRPM1 promoter activation in melanoma cells. SK-MEL-5 TRPM1-promoter luciferase, 24 h; % of positive control, neutral wells = 0. activation, % at 12.5 µM. actives 0.75% (n = 300,000);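 active = mean activation of at least 80% with every replicate also reaching 80%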;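 note: 0% = neutral control wells and 100% = parthenolide positive control wells; values of inactives mirror those of a sister screen read the other way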
CDK5 p35 inh: inhibitors of human CDK5/p35 kinase; actives 0.01% (n = 330,000); inhibition, % at 10 µM; Recombinant CDK5/p35, ADP-Glo luminescence, 60 min; AID 488839; Q00535+Q15078;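 active = highest replicate inhibition of at least 50% and at least 75% of replicates reaching 50%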;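 note: plate controls were DMSO neutral control for no effect and GW8510 at 10 µM for full effect; many of its hits are not listed in these tables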
Target sequence (Q00535 whole entry, looked up): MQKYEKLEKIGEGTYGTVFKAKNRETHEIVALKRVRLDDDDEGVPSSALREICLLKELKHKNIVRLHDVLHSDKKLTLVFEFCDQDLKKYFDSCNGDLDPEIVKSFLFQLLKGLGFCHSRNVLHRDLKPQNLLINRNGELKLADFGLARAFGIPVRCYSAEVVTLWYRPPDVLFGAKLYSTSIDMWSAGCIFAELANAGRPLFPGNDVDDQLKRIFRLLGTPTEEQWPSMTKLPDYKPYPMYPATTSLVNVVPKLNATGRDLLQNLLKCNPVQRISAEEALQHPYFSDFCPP
Target sequence (Q15078 whole entry, looked up): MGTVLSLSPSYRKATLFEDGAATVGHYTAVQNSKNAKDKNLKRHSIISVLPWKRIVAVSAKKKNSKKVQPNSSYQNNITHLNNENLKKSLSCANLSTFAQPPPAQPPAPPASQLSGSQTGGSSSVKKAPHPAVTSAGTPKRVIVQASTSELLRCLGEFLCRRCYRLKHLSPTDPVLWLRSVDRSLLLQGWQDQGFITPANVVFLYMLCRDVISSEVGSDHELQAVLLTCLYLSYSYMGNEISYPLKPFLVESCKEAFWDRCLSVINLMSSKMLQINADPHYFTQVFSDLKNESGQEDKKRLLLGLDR
CAL PDZ FP-1: blocks peptide binding to human CAL PDZ domain; actives 0.02% (n = 330,000); inhibition, % at 20 µM; Q9HD26; AID 504414; purified CAL PDZ, TMR-peptide fluorescence polarization, 1 h;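 active = highest replicate inhibition of at least 40%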;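 note: plate controls were DMSO neutral control wells for no effect and unlabeled competitor peptide control wells for full effect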
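material = purified tagged CAL PDZ domain construct (CerCALP) | buffer or medium = sodium phosphate/NaCl buffer pH 7.4 with TCEP, IgG, Thesit | reagent = TMR-labelled reporter peptide T*-PRC34 bound in PDZ groove | incubation = 1 h room-temperature incubation prior to read | measured by = fluorescence polarization (mP) | evaluation = percent inhibition from loss of millipolarization | control set = unlabelled peptide and DMSO controls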
CAL PDZ FP-2: inhibitors of human CAL PDZ peptide binding. inhibition, % at 24.9 µM. purified CAL PDZ, TMR-peptide fluorescence polarization, 1 h. AID 602252. actives 0.92% (n = 300,000);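 active = mean inhibition of at least 30% with at least half of replicates also reaching 30%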;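 note: 0% = DMSO neutral control and 100% = excess unlabeled competitor peptide PRC23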
dFosB activator: activators of mouse delta FosB homodimer | P13346 | purified delta FosB, TAMRA-CDK5 oligo fluorescence polarization; percent of positive-control signal above neutral wells | activation, % at 25 µM | actives 0.99% (n = 340,000) | AID 493131;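 active = mean activation above about 17%, with every replicate also reaching it, limit read from the data, passing the limit was not always enough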;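 note: fluorescence polarization rise as delta FosB binds a TAMRA Cdk5 AP-1 oligo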
Rtt109 Vps75: blocks Candida albicans Rtt109/Vps75 acetyltransferase activity | Q5AAJ8 | purified Rtt109/Vps75, ThioGlo CoA-SH fluorescence, 4 h | inhibition, % at 34.9 µM | actives 0.16% (n = 330,000);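 active = inhibition of at least 50% in every replicate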
Target sequence (Q5AAJ8 whole entry, looked up): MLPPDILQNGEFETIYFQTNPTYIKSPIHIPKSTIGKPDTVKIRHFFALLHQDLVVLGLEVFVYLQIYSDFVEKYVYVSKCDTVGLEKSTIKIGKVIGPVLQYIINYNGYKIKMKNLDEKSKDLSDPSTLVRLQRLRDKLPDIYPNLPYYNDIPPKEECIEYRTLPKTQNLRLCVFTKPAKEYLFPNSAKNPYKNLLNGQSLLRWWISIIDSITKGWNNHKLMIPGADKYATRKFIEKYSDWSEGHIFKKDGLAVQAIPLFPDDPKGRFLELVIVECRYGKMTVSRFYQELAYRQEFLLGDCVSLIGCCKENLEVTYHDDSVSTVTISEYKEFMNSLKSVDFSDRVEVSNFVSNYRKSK
cardiac RTF act: cardiac RTF calcium sensitization; activation, % at 7.2 µM; actives 0.24% (n = 340,000); AID 493008; IANBD-labeled TnC RTF fluorescence at EC20 calcium; 0% EC20 calcium, 100% full calcium;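 active = activation above the mean over all tested compounds plus 3 SD, cut at about 30% in these data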;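 note: rise in fluorescence read as greater calcium sensitivity of cardiac thin filaments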
Active calls of the source: *; / = no result given.

smiles,Tat export inh,Wnt bcat act,V-ATPase pHluor,MITF act,CDK5 p35 inh,CAL PDZ FP-1,CAL PDZ FP-2,dFosB activator,Rtt109 Vps75,cardiac RTF act
O=S(=O)(c1cccc2c(S(=O)(=O)N3CCCC3)cccc12)N1CCCC1,14,/,3,2,1.1,0.1,-3,-6,-6,11
Cc1ccc(C(=O)CN2C(=O)NC3(CCc4ccccc43)C2=O)c(C)c1 (stereo unspecified),-2,-1,-1,14,0.8,-2.4,-7,-6,14,-2
COc1ccc(S(=O)(=O)N2CCC(NC(=O)c3cccc(F)c3)CC2)cc1,3,0,3,3,1.3,-1.8,-3,4,5,-3
CCn1cc(C(=O)O)c(=O)c2cc(F)c(N3CCN(C(=S)NC(=O)c4ccccc4Br)CC3)cc21,11,-1,-4,-8,2.9,-0.5,1,0,-2,-4
CN1CCN(S(=O)(=O)c2ccc(NC(=S)NC(=O)C3CCC3)cc2)CC1,16,/,-2,9,-0.9,-2.5,-1,-1,-2,6
CCN(CC)S(=O)(=O)c1ccc(OCCNS(C)(=O)=O)cc1,-9,0,-1,3,0.7,/,-8,-3,-15,0
Cc1ccc2c(c1)C(c1ccncc1)=NNC(c1cccnc1)=N2,-2,-1,-3,-4,-0.1,-0.9,-4,-1,7,0
CCCN1CCC(=O)N([C@H](CSc2ccccc2)Cc2ccccc2)CC1,-7,-3,2,0,-0.1,-3.0,-5,-16,5,2
Cc1ccc2c(CSc3nnc4ccccn34)cc(=O)oc2c1C,0,1,-4,-5,-1.3,-1.9,-2,-6,1,1
N#CCCN1C(=O)C2(OCCO2)c2ccccc21,-14,-2,1,-7,-0.5,-1.4,-5,-2,-7,-5
COC(=O)[C@H](CCSC)NC(=O)NCc1ccc(S(N)(=O)=O)cc1,-4,/,3,0,0.4,/,-4,-4,-3,-5
CC(C)Cn1c(N)c(C(=O)CSc2ncnc3sc4c(c23)CCCC4)c(=O)n(C)c1=O,-2,-3,-1,-3,1.0,-0.3,11,5,-4,0

A draw from above in order of molecular weight, falling:
smiles,Tat export inh,Wnt bcat act,V-ATPase pHluor,MITF act,CDK5 p35 inh,CAL PDZ FP-1,CAL PDZ FP-2,dFosB activator,Rtt109 Vps75,cardiac RTF act
CN1CCN(S(=O)(=O)c2ccc(NC(=S)NC(=O)C3CCC3)cc2)CC1,16,/,-2,9,-0.9,-2.5,-1,-1,-2,6
Cc1ccc(C(=O)CN2C(=O)NC3(CCc4ccccc43)C2=O)c(C)c1 (stereo unspecified),-2,-1,-1,14,0.8,-2.4,-7,-6,14,-2
Cc1ccc2c(CSc3nnc4ccccn34)cc(=O)oc2c1C,0,1,-4,-5,-1.3,-1.9,-2,-6,1,1

(continued)
smiles,Tat export inh,Wnt bcat act,V-ATPase pHluor,MITF act,CDK5 p35 inh,CAL PDZ FP-1,CAL PDZ FP-2,dFosB activator,Rtt109 Vps75,cardiac RTF act
Cc1cc(C(=O)Nc2ccc3c(c2)OCO3)cs1,-6,20,7,21,-7.6,-3.9,/,-4,2,0
COc1ccc(C(=O)N/C(=C/c2cccs2)C(=O)NCCCn2ccnc2)cc1OC,-3,-6,5,-10,3.4,-1.4,3,1,8,1
O=C(Nc1cc(Sc2ccccn2)cc([N+](=O)[O-])c1)c1cccc(F)c1,3,/,-2,-12,1.3,0.3,-2,4,1,3
CCc1c(C)nc(SC/C=C/c2ccccc2)[nH]c1=O,4,/,0,2,1.6,-0.6,/,1,1,6
COc1c(F)c(F)c(C(=O)Nc2ccc3oc(-c4ccncc4)nc3c2)c(F)c1F,4,1,0,/,-0.8,-1.5,-2,-8,-2,-1
Cc1ccc2c(=O)cc(C(=O)Nc3ccc(S(=O)(=O)Nc4onc(C)c4C)cc3)oc2c1,-11,1,5,-3,0.4,-3.8,/,3,4,-2
NS(=O)(=O)c1ccc(CCNC(=O)C2CCN(S(=O)(=O)c3c(Cl)cccc3Cl)CC2)cc1,1,0,3,4,-0.8,-1.2,-4,4,2,-2
CCOC(=O)C1CCN(C(=O)/C(=C/c2ccccc2)NC(=O)c2ccccc2)CC1,-10,1,-2,4,-1.7,/,51*,-7,5,3
CC(C)CN(C(=O)CSc1nc2ccccc2o1)c1c(N)n(Cc2ccccc2)c(=O)[nH]c1=O,3,-1,7,3,-3.6,-1.2,0,12,-5,7
COC(=O)c1sccc1NC(=O)COc1ccc(Cl)cc1Cl,-12,23,1,7,0.4,-0.5,0,-5,9,-2
Cc1ccc(C2CC(=O)NC(SCc3ccccc3)=C2C#N)o1 (stereo unspecified),-1,/,5,6,-1.4,-1.1,1,-4,13,-7
CCN1CCN(CCNC(=O)c2ccc3c(c2)N(Cc2ccc(F)cc2)C(=O)/C(=C/c2ccccc2)S3)CC1,21,2,1,-91,-0.8,-5.3,-4,-422,42,-2
Cc1ccc2nc(CSc3nc(C)ccc3C#N)[nH]c2c1,10,-1,-4,0,-4.3,-0.5,/,-6,-17,-4
O=C(CSc1ccc2ccccc2c1)Nc1nc2ccccc2[nH]1,5,1,1,8,-1.3,-2.2,-7,0,3,0
CC1Cc2ccccc2N1C(=O)Cn1cc([N+](=O)[O-])ccc1=O (stereo unspecified),3,-3,-2,-1,0.8,-0.1,/,-2,-1,-2
COC(=O)C1=C(C)Nc2ccc(C)cc2S1,14,4,-2,4,-7.1,0.4,/,-3,10,14
COCc1[nH]nc2c1C(c1ccccc1F)C(C#N)=C(N)O2 (stereo unspecified),-17,2,-2,/,-0.1,-0.3,0,-1,2,4
O=C(CNC(=O)c1cccs1)c1ccc([N+](=O)[O-])cc1,-6,/,0,69,-0.2,-0.5,-2,1,-5,4
CC1=NN(C(N)=S)C(=O)C1N=Nc1ccccc1Cl (stereo unspecified),-2,2,3,8,-3.5,0.9,2,-7,12,1
CC(C)Cc1nnc(NC(=O)CCC(=O)N2CCN(Cc3ccc(F)cc3)CC2)s1,1,1,-1,-7,-0.9,-1.3,-4,-5,3,-2
Cc1cc(C)cc(N(C(=O)c2csnn2)C(C(=O)NC2CCCCC2)c2ccncc2)c1 (stereo unspecified),-1,-2,3,-8,0.1,-2.2,-5,-11,0,-1
COc1ccc(S(=O)(=O)N(CC(=O)NC2CCCC2)c2ccccc2OC)cc1,8,-2,0,6,-1.7,-2.9,-3,3,9,-1
COc1ccc(C(=S)N2CCOCC2)cc1OC(=O)c1ccc(C)cc1,8,-4,2,-1,1.0,-1.4,-4,-9,7,-5
COc1ccc(CN(C)C(=O)c2cc(S(=O)(=O)N3CCOCC3)ccc2N2CCCC2)cc1,3,2,-5,4,-0.4,-0.9,1,-9,8,-3
O=S1(=O)CCO[C@H]2Cc3ccccc3[C@H]2N1Cc1ccc(F)cc1,13,-2,-1,9,-1.2,-0.6,-6,-2,2,5
Cc1ccc(OCc2cc(C(=O)NCc3cnn(-c4cccc(F)c4)c3)no2)cn1,8,1,-1,-22,-3.9,-1.4,-2,-16,-12,-3
CCCOC(=O)c1ccc(NS(=O)(=O)c2cccs2)cc1,0,-4,2,7,0.4,0.4,-2,0,5,-5
CCOC(=O)C1(Cc2cccc(OC)c2)CCN(Cc2cc(OC)ccc2OC)CC1,-3,-1,0,6,-1.7,-1.6,-1,1,2,5
Cc1ccc2c(c1)N(CC(=O)N1CCCc3ccccc31)C(=O)C(C)O2 (stereo unspecified),7,/,6,-3,1.6,-1.9,-2,-20,-13,20
COc1ccc(OC(C)C(=O)N(C)Cc2nc(-c3ccc(C)cc3)no2)cc1 (stereo unspecified),0,-2,-1,/,-5.5,-3.6,-4,0,-2,3
CCOC(=O)c1cccc(NC(=O)c2ccc(-n3cnnn3)cc2)c1,4,1,-1,5,1.5,0.6,-2,6,5,-3
Cc1onc(-c2c(F)cccc2Cl)c1C(=O)ONC(=O)c1ccco1,-1,-2,-3,6,1.7,-0.5,-7,0,5,1
O=S(=O)(NC1CC1)c1ccc(Br)cc1N1CCC[C@H]1CO,0,-1,0,1,0.3,-0.9,-1,-2,-1,5
Cc1nn2c(=O)c(NC(=O)c3ccc(F)cc3)cnc2s1,-5,/,1,-2,1.5,1.1,0,0,-7,-2
COc1ccc(CCNC(=O)c2cc(=O)[nH]c3ccccc23)cc1,-2,-2,1,-4,-3.3,-1.8,-1,3,-7,-3
CCN(Cc1ccccc1)C(=O)C1CCN(c2ncnc3c2nc2n3CCCCC2)CC1,1,-3,-4,-6,-0.8,-1.7,-2,-7,9,-7
COc1ccc2[nH]c(C)c(CCNC(=S)Nc3cccc(C)c3)c2c1,3,-2,-1,5,1.2,0.9,-4,-7,1,-2
CN(C)C=Nc1nonc1-c1ccccc1,1,0,4,/,1.3,-2.3,-3,-4,-1,5
CC(CN1CCN(Cc2ccccc2)CC1)OC(=O)c1ccco1 (stereo unspecified),2,-2,-1,-8,-0.3,-2.4,-3,-2,-5,-9
O=C(NCc1ccccn1)c1cc(-c2ccccc2Cl)nc2ccccc12,-4,0,-2,7,0.2,-2.2,/,-10,-4,3
c1ccc2oc(-c3ccc4nc[nH]c4c3)nc2c1,-4,/,0,98*,-0.1,-4.6,-9,-36,-6,3
CC1(C)Oc2ccc3ccc(=O)oc3c2/C(=C/Nc2ccccn2)C1=O,-17,/,2,-3,3.1,-0.5,-1,-7,13,0
Cc1ccc(S(=O)(=O)N2CCN(C(=O)COC(=O)c3cc(C)oc3C)CC2)cc1,-1,/,1,8,-1.6,0.2,-1,-2,/,1
Cc1cc(C)c[n+](C(C)C(=O)c2ccc(-c3ccccc3)cc2)c1 (stereo unspecified),3,-3,-1,-49,1.8,-0.6,-2,-4,3,2
Cc1cccn2c(=O)c(C=Nc3ccccc3)c(NCCO)nc12,-1,-2,-1,-11,1.2,-1.8,0,-8,-5,3

From PubChem BioAssay
